Screening data (PubChem)
p47phox inh: p47phox/p22phox peptide binding inhibitors, primary screen, biochemical, uHTS, NADPH oxidase regulatory subunit. Neutrophil cytosol factor 1 (Homo sapiens), P14598. fluorescence polarization, 2 h. inhibition, % at 24.7 µM. 220,000 compounds, 0.53% hits;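 active means inhibition above about 30%, limit read from the data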;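 further: 0% = p47phox with labelled peptide and 100% = labelled peptide alone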
Tb hexokinase: Trypanosoma brucei hexokinase 1 inhibitors, primary screen, biochemical, G6PDH-coupled NADH absorbance, MLSCN library; recombinant TbHK1, G6PDH-coupled NADH A340; inhibition, % at 10 µM; 220,000 compounds, 0.11% hits;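 active means inhibition of 50% or more in the single-dose primary screen; inactive means inhibition below 50%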
Mdm2 ligase inh: MDM2-luciferase reporter signal enhancers, primary screen, MDM2 E3 ligase inhibitor project, cell-based, luminescence, 1536-well; signal enhancement, % at 5 µM; 210,000 compounds, 0.11% hits; cell-based MDM2 ubiquitination luciferase reporter, 2 h; 0 = plate control, 100 = twice control, blank-subtracted; AID 1230, 2008; E3 ubiquitin-protein ligase Mdm2 (Homo sapiens), Q00987;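 active means signal enhancement of 30% or more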;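 further: luminescence tracks abundance of the self-degrading MDM2-luciferase fusion protein; higher signal means inhibition of MDM2 E3 ligase activity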
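Material: Stable MDM2–luciferase fusion reporter cells | Amount: 2000 cells seeded into each well | Dosing: One concentration, 5 µM, with 0.2% DMSO | Incubation: 4 h cell settling then 2 h compound exposure, 37 °C | Measured by: Luciferase luminescence | Read-out basis: % enhancement relative to plate controls after blank subtraction | Benchmarks: Control and blank well means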
Runt-SMMHC FRET: inhibitors of RUNX1 Runt–CBFb-SMMHC binding, primary screen, biochemical, FRET, Cerulean-Runt, Venus-CBFb-SMMHC, uHTS; AID 1434, 2008; inhibition, % at 20 µM; 220,000 compounds, 0.74% hits; Cerulean-Runt/Venus-CBFb-SMMHC FRET ratio 530/480, 1 h;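 active means mean inhibition across duplicate retests at 20 µM reaching about 50%, limit read from the data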;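 further: 0% = DMSO wells and 100% = wells with excess untagged CBFb-SMMHC; inhibitors lower the FRET ratio by blocking Runt binding to CBFb-SMMHC; some results filed as inactive read as strong as hits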
Target sequence (Q01196 whole entry, looked up): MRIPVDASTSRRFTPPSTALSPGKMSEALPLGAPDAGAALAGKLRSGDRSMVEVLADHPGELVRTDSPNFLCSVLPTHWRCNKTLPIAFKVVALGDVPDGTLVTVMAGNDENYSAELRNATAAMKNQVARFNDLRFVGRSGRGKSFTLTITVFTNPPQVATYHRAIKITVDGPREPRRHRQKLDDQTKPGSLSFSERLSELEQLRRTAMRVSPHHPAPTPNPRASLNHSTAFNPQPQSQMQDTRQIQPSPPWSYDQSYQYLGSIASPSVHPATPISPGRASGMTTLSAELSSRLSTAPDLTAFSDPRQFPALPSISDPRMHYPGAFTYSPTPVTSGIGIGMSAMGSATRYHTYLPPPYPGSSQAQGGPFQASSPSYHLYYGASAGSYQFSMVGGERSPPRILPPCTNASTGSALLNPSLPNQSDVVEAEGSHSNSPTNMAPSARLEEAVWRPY
Target sequence (Q13951 whole entry, looked up): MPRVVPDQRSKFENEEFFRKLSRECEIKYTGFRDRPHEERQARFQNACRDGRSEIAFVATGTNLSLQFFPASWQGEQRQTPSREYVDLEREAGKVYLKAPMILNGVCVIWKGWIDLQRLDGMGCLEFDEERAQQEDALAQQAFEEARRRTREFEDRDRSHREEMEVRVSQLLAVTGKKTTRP
Runt-CBFb FRET: inhibitors of RUNX1 Runt–CBFb binding, primary screen, biochemical, FRET, Cerulean-Runt, Venus-CBFb, uHTS. Runt-related transcription factor 1 (Homo sapiens) + Core-binding factor subunit beta …. Cerulean-Runt/Venus-CBFb FRET ratio 530/480, 1 h. inhibition, % at 20 µM. 220,000 compounds, 0.46% hits. AID 1496, 2009;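 active means inhibition over about 50% at 20 µM in the single-dose screen, limit read from the data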;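 further: 0% = DMSO wells and 100% = excess unlabeled CBFb competitor control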
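Assay system: Cerulean-Runt domain / Medium: Tris 50 mM pH 7.5, KCl, K2SO4, 0.01% BSA / Timing: protein complex preformed 1 h, compound exposure 1 h, room temperature, dark / Measured by: FRET, excitation 422 nm, emission at 530 and 480 nm / Evaluation: loss of energy transfer signal / Control set: 5 µM unlabeled CBFb as full-inhibition high control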
L929 necroptosis: inhibitors of zVAD-triggered necroptosis, primary screen, L929 cells; L929 zVAD necroptosis rescue, ATP luminescence, 24 h; with zVAD 60 µM; viability rescue, % at 10 µM; 220,000 compounds, 0.38% hits; AID 1377, 2008;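 active means activation, scaled between plate controls, above about 75%, limit read from the data; inactive means activation under that limit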;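 further: 0% = zVAD with DMSO and 100% = DMSO alone without zVAD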
Hck-Nef inh: inhibitors of Nef-activated human Hck kinase, primary screen, biochemical, Z-Lyte FRET, 384-well, Hck-YEEI. Tyrosine-protein kinase HCK (Homo sapiens), P08631. Recombinant Hck-YEEI plus Nef, Z-Lyte FRET kinase assay. inhibition, % at 20 µM. 220,000 compounds, 0.68% hits. AID 463187, 2010;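 active means Hck-Nef kinase inhibition above about 50%, limit read from the data; inactive means inhibition below that limit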;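 further: 0% = DMSO with Hck plus Nef and 100% = Hck alone without Nef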
14-3-3 Bad PPI: inhibitors of 14-3-3 zeta/Bad binding, primary screen, biochemical, TR-FRET, bovine 14-3-3 zeta; TR-FRET 14-3-3zeta/Dy647-pBad peptide displacement, 1 h; inhibition, % at 21.7 µM; 14-3-3 protein zeta/delta (Bos taurus), P63103; 220,000 compounds, 0.71% hits;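 active means inhibition above about 70%, limit read from the data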;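 further: 0% = full 14-3-3 plus peptide FRET controls and 100% = background without 14-3-3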
EBV gp42 inh: Epstein-Barr virus gp42 inhibitors, primary screen, biochemical, uHTS, fluorescence polarization | Glycoprotein 42 (Epstein-Barr virus (strain AG876)), Q1HVG2 | Fluorescence polarization binding assay, mP read-out | inhibition, % (tested at 21.74 µM) | 220,000 compounds, 0.42% hits | AID 1085, 2008; in the data active means inhibition above about 50%
Target sequence (Q1HVG2 whole entry, looked up): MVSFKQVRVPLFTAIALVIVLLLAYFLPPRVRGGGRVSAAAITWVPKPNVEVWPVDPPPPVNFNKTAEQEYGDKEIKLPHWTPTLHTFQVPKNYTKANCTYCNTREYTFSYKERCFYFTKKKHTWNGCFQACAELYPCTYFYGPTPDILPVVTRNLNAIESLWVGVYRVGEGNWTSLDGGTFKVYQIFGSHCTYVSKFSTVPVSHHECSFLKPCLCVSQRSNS
Starred values were filed as active, the others as inactive; . = not tested or not shown; [ ] = remark or other dose. No enrichment for hits; about 3.2% have a hit in one of these screens.

item	smiles	Runt-CBFb FRET	p47phox inh	EBV gp42 inh	Mdm2 ligase inh	Runt-SMMHC FRET	L929 necroptosis	Hck-Nef inh	Tb hexokinase	14-3-3 Bad PPI
1	CC(C)Sc1nc2c([nH]1)c(=N)ncn2Cc1ccccc1	1	-9	-13	-5	-8	-0.1	13	-1	-5
2	Cc1onc(C(=O)NN)c1-c1csc(COc2ccc(Cl)cc2)n1	-2	-6	-8	-8	1	0.2	1	-2	-1
3	CCc1cc2ccc(C)cc2nc1SCC(=O)NNC(=O)c1ccco1	-4	-15	10	0	-3	0.9	3	7	-14[fluorescence artefact?]
4	CCCc1nc2scc(-c3ccccc3)c2c(=O)n1N	-1	-5	-1	-3	-3	-0.8	8	-2	-6
5	COc1ccc(-c2nc(CN(CC3CCC(=O)N3)C(C)C)c(C)o2)c(C)c1C (stereo not given)	-5	-8	-2	-10	-4	-1.6	6	8	3
6	COc1cc(/C=C/C(C)=O)cc(OC)c1OC	2	-4	0	-1	4	1.0	2	-32	-5
7	O=C(CN1CCN(S(=O)(=O)c2ccccc2)CC1)Nc1ccccc1C(=O)c1ccccc1	-2	-14	-23	-10	-4	1.5	3	-5	6
8	Cc1ccc(N2C(=O)c3cccc4cccc(c34)C2=O)cc1	-2	-5	-13	-2	0	6.8	18	-6	-8
9	N#C/C(=C\c1ccc(Sc2ccccc2)o1)c1nc2ccccc2[nH]1	-60	-51	-9	-1	34	2.6	3	-3	-10
10	Cc1ccc(S(=O)(=O)NC(CC(=O)NCC2CCCO2)c2ccco2)cc1 (stereo not given)	3	-19	-24	-14	-53	0.0	1	24	-2
11	CCC1=NN2C(=N)/C(=C\c3cccn3-c3c(C)cccc3C)C(=O)N=C2S1	-4	-20	10	-7	-1	1.8	16	-11	-16
12	O=C(NCCN1CCOCC1)c1ccc2c(c1)N(Cc1ccccc1F)C(=O)c1ccccc1S2	0	-14	11	-9	-1	-0.4	6	-7	-19
13	CN(CC(O)COc1ccc(S(=O)(=O)N2CCOCC2)cc1Cl)C1CCCCC1 (stereo not given)	1	0	-1	-5	-1	-0.4	17	-12	-11
14	Cn1nc(C(=O)N2CCc3ccccc32)c2ccccc2c1=O	0	-8	6	-4	2	2.2	-7	-1	-3
15	CC(CCc1ccccc1)NC(=O)C(=O)N1CCOCC1 (stereo not given)	1	-7	-9	-3	-3	0.0	18	-5	0
16	Cc1cc(N2CCN(C)CC2)nc2ccc(NC(=S)NCCCN3CCc4ccccc4C3)cc12	2	8	9	-8	6	0.4	-16	-11	1
17	C=CCNc1nc(N2CCOCC2)nc(N2CCOCC2)n1	-1	-5	-6	-1	-1	-0.1	8	4	-4
18	COc1cccc(C(=O)Nc2cc(-c3cn4cccnc4n3)ccc2C)c1	-1	2	5	1	-2	2.5	19	-12	1
19	O=S(=O)(/N=C(/Nc1cccc2ccccc12)c1ccccc1)c1cccs1	0	-15	-15	-4	2	-0.1	0	-5	5[fluorescence artefact?]
20	Cc1noc(C)c1CSc1nc2[nH]ncc2c(=O)n1-c1ccccc1	0	-9	-19	14	0	-0.3	0	-1	-4[fluorescence artefact?]
21	CN(CC(O)COCc1ccccc1F)C1CCCCC1 (stereo not given)	-2	-20	-17	.	0	0.4	23	-4	9
22	CCNC(=O)c1ccccc1CCc1ccccc1	0	0	-3	-7	-1	-0.4	5	-3	-12
23	Cc1ccc(/C=C2\C(=O)ON=C2c2ccccc2)o1	-1	7	-3	-24	6	1.6	-1	0	1
24	COc1cc(S(=O)(=O)NCCN2CCOCC2)c(OC)cc1Cl	-1	-8	-6	8	1	0.2	0	6	-7[fluorescence artefact?]

3 structures from above, arranged by molar mass, low to high:
item	smiles	Runt-CBFb FRET	p47phox inh	EBV gp42 inh	Mdm2 ligase inh	Runt-SMMHC FRET	L929 necroptosis	Hck-Nef inh	Tb hexokinase	14-3-3 Bad PPI
18	COc1cccc(C(=O)Nc2cc(-c3cn4cccnc4n3)ccc2C)c1	-1	2	5	1	-2	2.5	19	-12	1
24	COc1cc(S(=O)(=O)NCCN2CCOCC2)c(OC)cc1Cl	-1	-8	-6	8	1	0.2	0	6	-7[fluorescence artefact?]
19	O=S(=O)(/N=C(/Nc1cccc2ccccc12)c1ccccc1)c1cccs1	0	-15	-15	-4	2	-0.1	0	-5	5[fluorescence artefact?]

(cont.)
item	smiles	Runt-CBFb FRET	p47phox inh	EBV gp42 inh	Mdm2 ligase inh	Runt-SMMHC FRET	L929 necroptosis	Hck-Nef inh	Tb hexokinase	14-3-3 Bad PPI
25	O=C(Nc1ccc2c(c1)nc1n2CCN(C2CCCCC2)C1)NC1CCCCC1	0	4	83*	-12	15	12	-1	-2	34[fluorescence artefact?]
26	CCOC(=O)N1CCN(C(=O)c2ccc(S(=O)(=O)c3ccc(C)cc3)c(NC(C)=O)c2)CC1	0	-12	9	-11	4	1.0	1	0	9
27	CCOC(=O)c1sc2nc(N3CCCC3)c3c(c2c1N)CC(C)(C)OC3	2	-8	-7	-18	-12	0.3	-7	-1	-5
28	O=C(Cc1ccc(Br)cc1)Nc1ccccc1Cl	-2	-1	2	1	-4	0.0	2	-2	-11[fluorescence artefact?]
29	O=C1C(=O)N(CC(=O)N2CCCC2)c2ccccc21	0	-5	-6	-10	-1	8.5	14	4	-15
30	Cc1cc(Nc2ccccc2)nc(-c2ccccc2O)n1	-2	-18	1	-11	2	-0.6	1	1	-11[fluorescence artefact?]
31	O=C(Oc1cccc(Nc2ncnc3ccccc23)c1)c1ccccc1Cl	-2	-20	1	-4	5	1.5	31	-6	11
32	COc1ccc(/C(O)=C2/C(=O)C(=O)N(CC3CCCO3)C2c2cccc(OC)c2)cc1 (stereo not given)	0	-11	-16	-3	-4	2.1	-2	-19	8
33	CCc1nnc(NC(=O)c2ccc(S(=O)(=O)N3CCN(Cc4ccccc4)CC3)cc2)s1	-2	-2	-14	-10	0	1.3	-3	-4	7
34	Cc1cccc(N=C2CSC(=O)N2)c1	0	-2	-3	-18	0	1.2	-1	3	-3
35	O=C(Nc1nc2c(cc3c4c(cccc42)CC3)s1)c1ccccc1Cl	7	-10	-2	-8	9	0.9	2	-7	-3
36	COc1cc(CCC(=O)O)on1	1	-11	-7	-14	2	0.5	9	-7	2
37	Cc1ccc(OCc2nc(C#N)c(NCc3ccco3)o2)cc1	1	-32	-6	-7	-1	-0.8	-17	-4	-12
38	O=C(Cn1ccsc1=NC(=O)C(F)(F)F)c1ccccc1	-1	-3	-10	-7	2	0.0	1	-3	-1
39	COC(=O)C1=C(N)OC2=C(C(=O)CCC2)C1c1cccs1 (stereo not given)	0	-3	-17	-7	0	0.9	4	-3	10
40	COc1cccc(C2N(c3ccc(Cl)cc3)C(=O)C3CCCN32)c1 (stereo not given)	.	-8	-22	-19	-3	0.5	23	-6	9[fluorescence artefact?]
41	COc1ccc(CCC(=O)N/N=C\c2cccs2)cc1	3	0	5	-8	-2	0.0	14	-4	-2
42	COc1ccc(S(=O)(=O)NC(C)C)cc1-n1cnnn1	1	5	-6	4	3	2.7	21	-6	6
43	CCC(C)NCCOCCOc1ccc(Cl)c(C)c1C (stereo not given)	-2	-8	3	-13	-1	0.5	4	22	13[fluorescence artefact?]
44	O=C(CCN1CCCCC1)NNC(=O)C12CC3CC(CC(C3)C1)C2	-2	-5	-6	-10	4	0.8	-9	0	-2
45	CC(C)=CCN1CCN(CCCn2cccn2)CC1CCO (stereo not given)	-2	-3	-1	0	-3	1.7	20	3	-10
46	CCOC(=O)c1c(NC(=O)C2COc3ccccc3O2)sc2c1CCN(Cc1ccccc1)C2 (stereo not given)	49	-5	-8	-15	48	0.9	3	-3	-5
47	Cc1cc(C)n2nc(C(=O)N3CCN(c4ccc([N+](=O)[O-])cc4)CC3)nc2n1	-3	.	-23	3	-5	-0.6	-6	-29	2
48	Cn1c2c(c(=O)n(C)c1=O)C(CC(=O)Nc1ccccc1)C(=O)N2 (stereo not given)	3	-2	0	-15	0	-0.8	1	0	-24
49	Cc1oc2c(C)c(O)ccc2c(=O)c1N1C(=O)c2ccccc2C1=O	-3	2	-11	-7	1	0.7	3	-14	-3
50	CC(C)[C@H](NC(=O)c1ccccc1)C(=O)OCC(=O)N1CC2(C)CC1CC(C)(C)C2 (stereo not given in full)	-4	-8	-12	3	-1	1.2	6	32	-11[fluorescence artefact?]
51	CC(C)(C)c1ccc(C(=O)c2c[nH]c(C(=O)O)c2)cc1	1	-7	1	-15	0	3.5	15	0	-5
52	COc1ccc2[nH]c(=O)cc(C(=O)O)c2c1	-2	3	-2	0	3	3.5	23	2	26
53	O=C(c1cccc(C(F)(F)F)c1)N1CCCC1	-1	-7	-18	-4	-1	-0.2	-1	-1	-4[fluorescence artefact?]
54	COCC(C)n1c(C)cc(C(=O)COC(=O)c2ccc3c(c2)NC(=O)CS3)c1C (stereo not given)	-2	-6	10	-10	-5	74	7	10	-14
55	Cc1ccc(NC(=O)c2cc(=O)c3ccccc3o2)cc1S(=O)(=O)N1CCOCC1	0	-20	-16	-14	1	1.5	16	-15	5
56	O=C(NC1=NCCS1)c1ccc(OCC2CCCO2)cc1 (stereo not given)	0	-1	-9	-9	1	2.6	5	0	-5
